Screening data deposited in PubChem by several laboratories.
CaV13 ICDI inh: Disruptors of the CACNA1D IQ motif to Ca2+-dependent inactivation inhibitor domain association, primary screening, Förster resonance energy transfer in intact living …. actives 0.098% (n = 340,000). HEK cells, CFP/YFP FRET ICDI-IQ, plate reader, 10 min; percent FRET-ratio fall versus neutral wells. inhibition, % at 12.3 µM;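 active means mean replicate inhibition of at least 30% and at least 1% of replicates passing that level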;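 further: 0% = median of the neutral control wells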
Exocytosis inh: lytic granule exocytosis inhibition; TALL-104 LAMP-1 surface exposure, flow cytometry; cells stimulated with thapsigargin and PMA; inhibition, % at 10 µM; actives 0.66% (n = 360,000); AID 651702;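 active means inhibition above about 55%, limit read from the data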
ABCB6 inh 2: inhibitors of human ABC transporter ABCB6; actives 0.19% (n = 360,000); fluorescence ratio to DMSO, % at 10 µM; AID 602162; K562-ABCB6 porphyrin accumulation, flow cytometry, 1 h; stronger effect = lower value;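 active means fluorescence ratio to DMSO below 75%, the collection mean minus 3 SD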;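 further: signal is porphyrin accumulated inside mitochondria; 100% equals median channel fluorescence of DMSO control wells; lower ratio means ABCB6 inhibition with less porphyrin fluorescence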
HTR2A ag: activates the mouse 5-HT2A serotonin receptor; actives 0.66% (n = 360,000); activation, % at 7.6 µM; AID 624169; CHO-K1 mHTR2A beta-arrestin complementation, luminescence; percent of 30 µM serotonin response;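 active means activation above a run cutoff, the mean activation of all tested compounds plus 3 SD, cut at about 14% in these data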;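 further: 0% = plate median of compound wells and 100% = 30 µM serotonin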
Target sequence (P35363 whole entry, looked up): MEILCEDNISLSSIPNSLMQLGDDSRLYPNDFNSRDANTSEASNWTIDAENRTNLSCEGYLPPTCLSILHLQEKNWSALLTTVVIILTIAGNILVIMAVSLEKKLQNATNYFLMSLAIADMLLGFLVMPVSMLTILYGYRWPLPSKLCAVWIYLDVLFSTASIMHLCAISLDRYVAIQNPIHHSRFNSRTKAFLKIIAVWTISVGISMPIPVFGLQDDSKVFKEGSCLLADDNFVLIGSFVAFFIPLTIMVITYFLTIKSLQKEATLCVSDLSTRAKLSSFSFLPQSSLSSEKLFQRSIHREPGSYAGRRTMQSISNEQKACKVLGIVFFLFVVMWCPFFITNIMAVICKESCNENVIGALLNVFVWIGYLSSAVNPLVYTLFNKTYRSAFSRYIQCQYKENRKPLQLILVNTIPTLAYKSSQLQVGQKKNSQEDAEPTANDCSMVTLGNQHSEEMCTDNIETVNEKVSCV
H9c2 protect: modulators protecting cardiomyocytes from myocardial damage; protection from H2O2 cell death, % at 20 µM; AID 588492; actives 0.63% (n = 360,000); H9c2 cardiomyocytes, H2O2 injury protection, ATPLite, 2 h;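 active means compounds giving at least 50% protection of heart cells from peroxide-induced death in the single-dose screen, raw or plate-pattern-corrected value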;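 further: 0% = DMSO wells with peroxide and 100% = DMSO wells without peroxide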
N-glyco inh: blocks N-linked glycosylation in D54 reporter cells; reporter increase, % at 12.5 µM; AID 588692; D54 ERlucT glycosylation luciferase reporter, 24 h; percent of 100 nM tunicamycin response; actives 0.23% (n = 360,000);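 active means mean luciferase reporter signal, scaled so untreated is 0 and the glycosylation-blocking control 100, at or above a set limit in every replicate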;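 further: luciferase carries N-glycosylation sites so blocking glycosylation raises the light; 0% = median of neutral control wells and 100% = median of 100 nM tunicamycin wells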
PDI turbidity: blocks human protein disulfide isomerase activity. PDI insulin aggregation turbidity, A650, 90 min. inhibition, % at 10 µM. actives 0.052% (n = 350,000). AID 588391;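 active means mean inhibition across replicates of 30% or more, whatever share of single replicates reach that level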;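 further: absorbance from insulin aggregation driven by PDI reduction with DTT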
Target sequence (P07237 whole entry, looked up): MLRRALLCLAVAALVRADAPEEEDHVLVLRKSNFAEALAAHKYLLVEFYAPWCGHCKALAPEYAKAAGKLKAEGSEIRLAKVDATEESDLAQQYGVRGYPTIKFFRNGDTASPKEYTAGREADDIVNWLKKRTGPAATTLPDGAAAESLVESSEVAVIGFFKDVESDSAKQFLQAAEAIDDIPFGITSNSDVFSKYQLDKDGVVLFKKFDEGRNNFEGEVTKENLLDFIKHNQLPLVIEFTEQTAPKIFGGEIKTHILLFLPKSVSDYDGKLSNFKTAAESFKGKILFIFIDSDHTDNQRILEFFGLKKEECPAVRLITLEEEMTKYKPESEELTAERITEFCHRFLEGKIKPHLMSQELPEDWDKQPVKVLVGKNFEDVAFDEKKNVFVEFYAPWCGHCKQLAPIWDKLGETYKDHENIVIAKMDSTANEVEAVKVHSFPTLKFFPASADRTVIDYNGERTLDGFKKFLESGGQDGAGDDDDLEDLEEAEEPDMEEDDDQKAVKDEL
Vif inh: blocks HIV Vif function | HEK293T cells, Vif self-association by quenched fluorescence, imaging, 24 h | inhibition, % at 7.49 µM | actives 0.35% (n = 340,000); in the data active means inhibition above about 50%, passing the limit was not always enough; further: some results filed as inactive read as strong as hits
aDG glyco act: alpha-DG glycosylation activation | Pro5-aDG cells, alpha-DG glycosylation AlphaScreen (IIH6); 0% Pro5, 100% B10-LARGE cell signal | activation, % at 10 µM | actives 0.22% (n = 360,000) | AID 624168;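 active means activation of at least 8% versus controls, or a plate z-score of at least 8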;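 further: Pro5 are CHO cells carrying HIG-tagged alpha-DG that lacks glycosylation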
iPSC survival up: enhancers of human iPSC single-cell survival. survival enhancement, % at 20 µM. actives 0.044% (n = 360,000). hiPSC single-cell survival, ATPlite luminescence; 100% = ROCK inhibitor wells, 0% = DMSO; in the data active means survival enhancement above about 18%;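 further: cells exposed to compounds for 16 hours before the ATP read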
* marks the source's active call; other numbers are inactive results; nt = no result given. Hits appear at their usual frequency; 3.1% or so of the library scored in one or more.

Results follow in this order: CaV13 ICDI inh	Exocytosis inh	ABCB6 inh 2	HTR2A ag	H9c2 protect	N-glyco inh	PDI turbidity	Vif inh	aDG glyco act	iPSC survival up
1. O=C(O)c1cc([N+](=O)[O-])ccc1N1CCCCC1
  -4.3	3.4	97.0	13.9	7.9	2.6	4.9	-6.7	-0.2	1.6
2. O=C(COc1ccc(Br)cc1Cl)N1CCN(c2ccccn2)CC1
  nt	-8.1	102.0	-3.9	0.2	0.7	3.3	-3.7	0.1	-0.4
3. CC(C)n1c(-c2ccc(C(C)(C)C)cc2)n[nH]c1=S
  -9.6	-2.7	97.0	0.4	-14.9	-2.1	-5.4	nt	0.3	6.3
4. O=C(Cn1cnc2c(oc3ccccc32)c1=O)NCC1CCCO1 (centres undefined)
  -5.4	2.0	98.0	0.4	-2.9	0.2	5.8	0.6	-0.1	3.4
5. CC(=O)c1ccc(N2CCN(C(=O)c3cc(S(=O)(=O)N4CCOCC4)ccc3C)CC2)cc1
  -1.8	-1.8	95.0	10.1	-3.6	0.9	-5.7	-3.4	0.6	-0.2
6. CC1CCCCC1NC(=O)COc1ccccc1C#N (centres undefined)
  -4.4	-7.3	95.0	-6.2	-1.3	0.3	5.3	-8.9	0.0	-2.9
7. CCN(CC)S(=O)(=O)c1cccc(-c2nnc(SC(C)C(=O)NCCC3=CCCCC3)o2)c1 (centres undefined)
  -4.0	-3.1	97.0	-3.4	-6.0	-2.9	-2.5	-13.1	0.3	-2.1
8. CC(C)(NC(=O)c1ccccc1)c1nc2ccccc2s1
  -4.2	0.2	94.0	11.3	-0.8	-1.2	2.7	-3.4	0.2	-0.6
9. COc1ccc(NC(=O)/C=C/c2c(Cl)nc3ccccn23)cc1
  0.1	-3.1	105.0	0.5	37.8	0.7	-4.0	2.1	1.0	-0.3
10. CCCC(=O)Nc1ccc(N2CCN(C(=O)c3cccs3)CC2)cc1
  nt	-1.4	104.0	-2.7	-0.8	-2.9	-1.7	-4.1	0.0	3.9
11. CCCCCn1c(N2CCCC2)nc2c1c(=O)n(C)c(=O)n2C
  -4.1	5.9	96.0	2.3	3.5	1.1	-55.9	8.8	0.4	1.6
12. COc1ccc(Nc2oc(COc3ccc(OC)cc3)nc2C#N)cc1
  -5.3	-2.2	96.0	-6.4	-11.2	-12.8	5.9	-2.6	0.2	1.5
13. COc1ccc(CNS(=O)(=O)CCNCc2ccco2)cc1
  -6.5	2.4	97.0	-2.6	7.1	1.1	-5.1	6.3	-0.3	0.5
14. Cc1ccc(NC(=O)c2ccc(Cn3cc(Br)cn3)o2)cc1
  -3.5	-1.6	97.0	-0.2	-24.4	0.9	-3.0	-5.1	0.6	0.2
15. Cc1ccc2c(c1)sc(=NC(=O)c1cccs1)n2C
  -4.1	-1.1	92.0	5.6	-21.1	-18.1	-3.2	-2.8	0.1	-0.4

Following part:
Results follow in this order: CaV13 ICDI inh	Exocytosis inh	ABCB6 inh 2	HTR2A ag	H9c2 protect	N-glyco inh	PDI turbidity	Vif inh	aDG glyco act	iPSC survival up
16. O=C1[C@H](c2ccccc2)[C@@H](c2ccccc2)N1c1ccncc1
  -3.0	-0.1	103.0	-7.1	4.9	-2.6	4.4	4.9	0.0	-2.7
17. Fc1ccccc1NC(=S)NNc1ncc(C(F)(F)F)cc1Cl
  -4.5	8.8	90.0	-3.3	-14.4	1.2	0.9	-5.8	0.3	0.7
18. O=C(Nc1ccc2nc3n(c(=O)c2c1)CCCC3)c1cccnc1Cl
  -2.2	10.3	99.0	-2.5	3.2	-3.6	nt	10.0	0.1	2.1
19. COc1ccc(-n2nnnc2S(=O)(=O)Cc2ccc(C(=O)O)cc2)cc1
  -3.5	0.8	96.0	4.1	-1.5	-12.1	7.7	29.8	0.1	-1.3
20. COc1ccc(N2CCN(CC(=O)Nc3nc(C)cs3)CC2)cc1
  -4.6	1.5	97.0	1.0	0.8	0.9	16.6	-11.4	0.1	-0.4
21. COC(=O)c1ccc(C2c3c(oc4ccccc4c3=O)C(=O)N2CCCN2CCOCC2)cc1 (centres undefined)
  -10.4	6.6	104.0	6.1	33.3	1.4	nt	1.4	0.1	-1.0
22. O=c1ccc(-c2ccccc2)nn1Cc1ccc(F)cc1Cl
  -4.8	-12.7	97.0	-3.0	-3.1	-3.7	2.0	-24.5	0.0	-0.5
23. C=CCNC(=S)N/N=C(\C)c1ccc(OC)cc1
  -5.3	1.0	102.0	-2.4	-6.6	1.7	-0.7	5.5	11.6*	0.2
24. CCOc1ccc(C(=O)NC(=S)NCc2cccnc2)cc1
  -4.9	-5.0	95.0	0.0	-1.2	0.5	1.9	-0.5	-0.2	1.4
25. O=c1oc(-c2ccccc2)nc2ccsc12
  nt	-1.8	95.0	3.0	7.6	-0.4	-20.0	2.7	-0.2	3.4
26. CCOC(=O)c1c(N)n[nH]c1-c1ccccc1
  nt	-2.6	85.0	-2.4	-4.4	-0.9	-15.9	-10.5	0.2	1.7
27. COc1ccc(C/C(N)=N/OC(C)=O)cc1OC
  nt	2.9	97.0	-2.0	-3.5	-0.1	0.8	-0.8	0.0	0.7
28. O=C(Cn1nnc2ccccc2c1=O)Nc1ccc2c(c1)CCC2
  -9.4	-4.7	96.0	0.3	6.5	1.0	-9.3	2.5	-0.3	1.6
29. Cc1cc(C)cc(N(CCC#N)C(=O)CSC2=Nc3ccccc3C3CC=NN23)c1 (centres undefined)
  2.6	-0.3	97.0	2.9	12.0	-1.2	6.7	7.4	0.0	1.1
30. Cc1cc(SCC(=O)NCCC2=CCCCC2)nc2ccccc12
  -4.1	-4.1	100.0	-4.3	-3.0	-1.1	-22.4	-2.1	-0.1	4.1

Along the list, quoted from above.
Nos. 20–27 in PDI turbidity read 16.6, nt, 2.0, -0.7, 1.9, -20.0, -15.9, 0.8
Nos. 20–27 in Exocytosis inh read 1.5, 6.6, -12.7, 1.0, -5.0, -1.8, -2.6, 2.9

Next section
Results follow in this order: CaV13 ICDI inh	Exocytosis inh	ABCB6 inh 2	HTR2A ag	H9c2 protect	N-glyco inh	PDI turbidity	Vif inh	aDG glyco act	iPSC survival up
31. CCCCOc1ccc(N(CC(=O)NC2CCCCC2)C(=O)CCC(=O)Nc2ccccn2)cc1
  -3.2	-9.5	98.0	7.8	-4.3	1.1	-9.0	16.8	0.3	-0.6
32. COc1ccccc1NC(=O)COc1coc(CN2CCN(c3ccccc3)CC2)cc1=O
  -1.3	-1.8	99.0	4.3	-3.6	-0.1	-5.6	-3.3	-0.2	0.3
33. Cc1cccc(N2CCN(C(=O)c3ccc4ccccc4c3)CC2C)c1 (centres undefined)
  -1.6	4.9	94.0	0.1	-8.9	0.9	5.8	-2.8	0.0	-2.1
34. CCN1C(=O)[C@H]2[C@@H](c3ccc(Cl)cc3)N3C(=O)CN(CC4CC4)C(=O)[C@@]3(Cc3ccccc3)[C@H]2C1=O
  -5.3	1.5	93.0	6.9	18.4	-0.1	14.3	-0.2	0.1	0.0
35. Cc1ccc(S(=O)Cc2ccc(C(=O)N3CCN(C(=O)c4ccco4)CC3)o2)cc1 (centres undefined)
  -3.2	1.3	100.0	-3.3	10.3	0.4	-10.5	4.7	-0.4	-0.6
36. COc1ccc(CONc2ncnc3nonc23)cc1[N+](=O)[O-]
  -1.1	0.3	99.0	11.6	31.9	2.8	2.8	6.1	-0.1	1.8
37. O=C(CN1CCCCC1)Nc1ccccc1-c1ccccc1
  -7.4	-0.1	105.0	-0.2	3.5	-3.3	3.6	4.6	-0.1	1.4
38. Cc1c(C(=O)N(C)CCC#N)oc2ccc(S(=O)(=O)N3CCOCC3)cc12
  -14.1	0.0	93.0	6.3	1.9	0.1	4.2	9.8	-0.5	-0.1
39. CCN1C(=S)N[C@@H](CCc2ccccc2)C(C(=O)OC)=C1C
  -4.7	1.6	92.0	-1.7	-0.1	-0.5	-1.7	-1.1	-0.3	-1.0
40. Cc1cc(/C=C2/NC(=O)NC2=O)c(C)n1-c1ccc(C#N)cc1
  -4.0	1.5	101.0	4.2	6.4	-2.3	3.3	7.4	-0.3	3.5
41. COc1cc(CCC(=O)Nc2nnc(C)s2)cc(OC)c1OC
  -5.4	-8.5	103.0	-0.5	1.7	32.9*	-3.0	5.2	-0.1	-0.2
42. CCCN(C(=O)CSc1cc(-c2ccccc2)c2ccc(OC)cc2n1)C1CCS(=O)(=O)C1 (centres undefined)
  -2.5	-3.0	98.0	-4.1	2.4	-0.9	-4.9	-12.4	0.0	1.6
43. COc1ccccc1NS(=O)(=O)c1cc(NC(=O)c2cccs2)ccc1N1CCOCC1
  4.3	0.5	99.0	-1.2	11.5	-4.4	1.8	-5.3	0.0	0.0
44. COc1cc(/C=C2\C(=N)N3N=CSC3=NC2=O)cc(Br)c1OC(=O)c1ccco1
  2.4	0.6	112.0	2.5	10.7	-1.4	0.4	-3.9	0.2	-0.3
45. CC(=O)Nc1cc(N=Cc2ccc(O)cc2O)c(Cl)cc1Cl
  nt	17.6	90.0	-0.4	30.1	10.3	3.4	0.7	-0.2	1.7

(listing goes on)
Results follow in this order: CaV13 ICDI inh	Exocytosis inh	ABCB6 inh 2	HTR2A ag	H9c2 protect	N-glyco inh	PDI turbidity	Vif inh	aDG glyco act	iPSC survival up
46. COC(C/C=C\[C@H](O)[C@@H](C)OCc1ccccc1)OC
  -4.1	-6.3	107.0	7.7	6.7	0.8	-0.4	nt	-0.1	-3.5
47. Cc1ccc(NC(=O)CCC(=O)NNC(=O)C(c2ccccc2)c2ccccc2)c(C)c1
  -6.1	0.7	102.0	3.2	12.2	1.0	1.7	-11.2	0.1	-2.4
48. C=CCOc1ccc(/C(CC)=N/O)c(OC)c1
  -6.2	1.9	98.0	1.8	-0.5	-0.7	-3.7	11.1	-0.1	-0.1
49. COc1cccc(N2CCN(S(=O)(=O)c3cccc4cccnc34)CC2)c1
  2.2	0.0	91.0	-8.1	3.4	-0.3	-3.5	1.8	-0.1	-1.1
50. CC(C)/C=N\NC(=O)CCCCC(=O)N/N=C/C(C)C
  -0.9	-4.9	99.0	-4.7	6.2	-2.3	-4.3	-5.3	0.0	0.1
51. Cc1cc(NC(=O)CN2CCN(S(=O)(=O)c3ccc4ccccc4c3)CC2)no1
  nt	1.9	85.0	3.3	1.6	2.2	14.5	-21.7	-0.1	-2.7
